tuberculosis growth = growth inhibition of non-replicating M. tuberculosis (AID 488890); Mycobacterium tuberculosis non-replicating, growth inhibition; higher % means a stronger effect; one-dose inhibition, % at 25 µM; IC50 in µM for titrated hits; 320,000 tested, 0.39% active; in the data active = a potency from the dose series; inconclusive = inhibition mostly from about 82% at the one dose, without a potency; inactive = the rest, 99 in 100 with inhibition below about 76%;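 also: plate controls were DMSO cells for no effect and high antibiotic wells for full effect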
H37Rv inhibition = M. tuberculosis growth inhibition, HTS (AID 449762) | M. tuberculosis H37Rv growth inhibition, 7H9 media; higher % means a stronger effect | inhibition, % at 25 µM; hits with a dose series show IC50 in µM | 330,000 tested, 0.59% active; in the data active = a potency from the dose series; inconclusive = inhibition above about 70% without an active follow-up result;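 also: bacterial growth assessed after seven days of incubation; strong numbers were not always called active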
inhibitors of VEEV = inhibitors of VEEV TC-83 cytopathic effect, confirmation, Vero cells (AID 588727); Vero cells, VEEV TC-83 cytopathic effect inhibition; higher % means a stronger effect; 350,000 tested, 0.13% active; one-dose inhibition, % at 20 µM; IC50 in µM for titrated hits; in the data active = a potency from the dose series; inconclusive = inhibition mostly from about 14% at the one dose, without a potency; inactive = the rest, 99 in 100 with inhibition below about 12%; also: strong numbers were not always called active
Salmonella PhoP GFP = PhoP regulon inhibitors, Salmonella typhi PhoP promoter GFP reporter, confirmatory (AID 1850); 310,000 tested, 0.33% active; inhibition, % at 50 µM, or IC50 in µM where a hit was titrated; Salmonella Typhi PhoP-promoter GFP reporter, fluorescence, 4 h; higher % means a stronger effect; in the data active = a potency from the dose series; inconclusive = inhibition mostly from about 25% at the one dose, without a potency; inactive = the rest, 99 in 100 with inhibition below about 19%;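 also: 0% = induced wells with vehicle and 100% = uninduced wells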
H1N1 NS1A inhibition = H1N1 influenza NS1A inhibitors, functional cell based assay (AID 504329) | NS1A functional cell-based assay, percent inhibition; higher % means a stronger effect | inhibition, % at 12.5 µM; hits with a dose series show IC50 in µM | 340,000 tested, 0.3% active; in the data active = a potency from the dose series; inconclusive = inhibition above about 27% without an active follow-up result; also: strong numbers were not always called active
inhibitors of VEEV 10K pilot screen = recorded beside inhibitors of VEEV, whose call it bears; inhibition, %; measured here: 10K pilot screen inhibition
Active calls of the source: *; i = inactive; ? = inconclusive; / = no result given.

SMILES | tuberculosis growth | H37Rv inhibition | inhibitors of VEEV | Salmonella PhoP GFP | H1N1 NS1A inhibition | others
CCN(CC)c1ccc(NC(=O)c2ccccc2F)cc1S(=O)(=O)Nc1ccccc1OC | 50% | 10% | 0.8% | -5% | 5%
O=C(O)C1C2C=CC(O2)C1C(=O)NCCC1=CCCCC1 (configuration not stated) | 36% | 5% | 1.5% | -7% | 8%
Cc1cc(Cl)ccc1C1=CC(=O)C[C@H](c2ccc(F)cc2)C1 | 12% | 11% | 5.7% | / | -13%
O=C(Nc1ccc(-c2nc3ccccc3o2)cc1)C1CCCO1 (configuration not stated) | 16% | 18% | i | -2% | -5%
COc1ccc2c(Cl)c(-c3nnc(SCC(=O)c4ccccc4)n3C)sc2c1 | 19% | 6% | 1.8% | -4% | -1%
CCOC(=O)N1CCN(C(=O)CSc2ccc(C(=O)OC)cc2[N+](=O)[O-])CC1 | 0% | -8% | 1.0% | 0% | 1%
COc1ccc(C(C#N)N2N=C(C)CC2c2ccccc2)cc1OC (configuration not stated) | 17% | 1% | 0.3% | 3% | -1%
Cc1sc2ncnc(N3CCC(C(=O)Nc4nc(-c5cccs5)cs4)CC3)c2c1C | 44% | ? | 0.6% | -9% | 6%
O=C(COC(=O)c1cnccn1)c1cccc([N+](=O)[O-])c1 | -11% | -2% | 1.8% | 10% | -17%
CCCCCc1ccc(-c2ccc(/C=C/C(N)=O)cc2)nc1 | 23% | 2% | i | -4% | -6%

Of the compounds above, these have a thiophene ring, fused or not.
SMILES | tuberculosis growth | H37Rv inhibition | inhibitors of VEEV | Salmonella PhoP GFP | H1N1 NS1A inhibition | others
COc1ccc2c(Cl)c(-c3nnc(SCC(=O)c4ccccc4)n3C)sc2c1 | 19% | 6% | 1.8% | -4% | -1%
Cc1sc2ncnc(N3CCC(C(=O)Nc4nc(-c5cccs5)cs4)CC3)c2c1C | 44% | ? | 0.6% | -9% | 6%

The list continues:
SMILES | tuberculosis growth | H37Rv inhibition | inhibitors of VEEV | Salmonella PhoP GFP | H1N1 NS1A inhibition | others
COc1ccc2oc(=O)c(C(=O)NCc3ccccc3)cc2c1 | 66% | 2% | 1.0% | -2% | -8%
CC(Oc1ccc2c3c(c(=O)oc2c1)CCCC3)C(=O)NCC1CCC(C(=O)O)CC1 (configuration not stated) | 0% | -1% | 1.3% | -1% | -4%
O=C(COC(=O)Cc1ccccc1F)NC(=O)NC1CCCC1 | 57% | 4% | 1.5% | / | -8%
COc1ccc(/C=N/c2c(-c3ccco3)nc3ccccn23)cc1OC | -5% | 2% | i | -6% | 12%
CCc1ccc(NC(=O)CS(=O)CC(=O)Nc2ccc(N3CCOCC3)cc2)cc1 (configuration not stated) | -18% | -3% | i | 4% | 7%
NC(=O)CC(NC(=O)Cc1ccc(Cl)cc1)c1ccc(NCCN2CCOCC2)c([N+](=O)[O-])c1 (configuration not stated) | 14% | 10% | i | 9% | 3% | inhibitors of VEEV 10K pilot screen=0.2
CC(Sc1nc(-c2ccccc2)nc2c1COC(C)(C)C2)C(=O)N1CCOCC1 (configuration not stated) | 7% | -20% | i | 16% | 0%
O=C(Cn1c(=O)c2cccn2c2ccccc21)NCCCN1CCCCC1 | -11% | 0% | 0.1% | 9% | 4%
COc1ccc(CN2CCNC(=O)C2CC(=O)N(C)Cc2ccncn2)c(OC)c1 (configuration not stated) | -16% | -5% | 1.5% | -1% | -3%
Cc1cc(/C=C(\C#N)C(=O)N2CCOCC2)c(C)n1C1CCCC1 | 14% | 2% | 0.8% | 3% | -22%
O=C(C1CC1c1ccccc1)N1CCOCC1 (configuration not stated) | 1% | -9% | 0.2% | 3% | -33%
CC(=O)c1c(C)oc2ccc(OCc3ccccc3)cc12 | 18% | -2% | 2.5% | 1% | -34%
CCOc1ccc(CC(=O)OCN2C(=O)c3ccccc3C2=O)cc1 | 2% | -3% | 1.8% | 4% | 3%
CC1CN(S(=O)(=O)c2ccc(C(=O)N3CCc4ccccc43)cc2)CC(C)O1 (configuration not stated) | -15% | -10% | 1.3% | / | -5%
Cc1ccc(CNC(=O)C(Cc2ccccc2)NS(=O)(=O)c2ccc(Br)s2)cc1 (configuration not stated) | 5% | -8% | 3.5% | 0% | -8%
O=C(Cn1cc(SCc2cccc(Cl)c2)c2ccccc21)N1CCOCC1 | 5% | -6% | 1.1% | 11% | -3% | inhibitors of VEEV 10K pilot screen=2.6
CCC(=O)c1ccc(N2CCN(C(=O)Cc3ccccc3)CC2)c(F)c1 | 37% | 10% | 0.4% | 18% | 0%
CSc1ncc(Cl)c(C(=O)Nc2ccccc2Br)n1 | 6% | 4% | 1.1% | -3% | -22%
CCc1ccc(-c2nc(NC(=O)c3ccc(OCC(=O)Nc4ccc(F)cc4)c(OC)c3)sc2C)cc1 | 24% | 2% | 0.9% | 8% | -11%
CCN1CCc2nc(N)oc2CC1 | -14% | -1% | i | 18% | -12%
COc1ccc2c(c1)CCCC2=O | / | / | 1.9% | / | -19%
CNC(=O)c1c(NC(=O)c2cccc(C)c2)sc2c1CCC2 | ? | ? | 4.8% | -8% | 2%
Cc1ccc(C)c(NC(=S)N(Cc2cccc(Br)c2)CC2CCC(C(=O)O)CC2)c1 (configuration not stated) | 2% | 2% | 3.0% | 7% | 12%
O=S(=O)(c1cccc(-c2cn3cccnc3n2)c1)N1CCOCC1 | -1% | -4% | 2.0% | -6% | -8%
O=[N+]([O-])c1ccc(NCCCN2CCOCC2)c(Cl)c1 | -5% | -4% | 1.6% | 4% | 0%
Cc1ccc2nc(-c3ccccc3)c(CC(=O)O)c(C(=O)O)c2c1 | -1% | 4% | 0.0% | 1% | -13%
Cc1cc(C(=O)NCCCN2CCCC2=O)cs1 | 5% | 2% | 0.7% | -1% | 18%
CN(C(=O)COC(=O)c1ccc(C#N)cc1)c1ccccc1 | 2% | 0% | 0.6% | 6% | 7%
COc1cc(C(=O)NCCCCCCNC(=O)c2cc(OC)c(OC)c(OC)c2)cc(OC)c1OC | -1% | -3% | 2.5% | -5% | -1%
Oc1ccc2ccccc2c1C=Nc1ccccc1 | -5% | 5% | i | -2% | -3%
O=C(Nc1ccc2c(c1)OCO2)C1CCN(Cc2cnn(-c3ccccc3)c2-n2cccc2)CC1 | -7% | 56% | i | 1% | -6%
O=C(O)c1cc(NC(=O)c2ccc(Cl)c([N+](=O)[O-])c2)cc(C(=O)O)c1 | 6% | 0% | 1.6% | 4% | -25%
Cc1ccc(S(=O)(=O)N2[C@@H](c3cccc(Cl)c3)C(C(=O)O)=CC[C@H]2c2ccc3c(c2)OCO3)cc1 | 21% | 1% | i | 7% | -3%
CCN(Cc1ccccc1)S(=O)(=O)c1ccc(C(=O)Nc2nnc(C3CC3)o2)cc1 | ? | ? | 9.6% | / | -13%
Cc1ccc(-n2c(SCC(=O)N3CCCC3)nc3c(c2=O)SCC3)cc1 | 5% | 6% | / | -3% | /
CN1/C(=C\C(=O)COC(=O)CN2C(=O)C3CC=CCC3C2=O)C(C)(C)c2ccccc21 (configuration not stated) | 20% | 3% | 2.4% | -9% | 11% | inhibitors of VEEV 10K pilot screen=3.1
O=C(Cc1cccs1)N/N=C/C=C/c1ccccc1[N+](=O)[O-] | 3% | 6% | 1.3% | 9% | /
Cn1nnnc1SCCNCc1ccccc1OCc1ccccc1 | -3% | -4% | i | -10% | 1%
CC1=CCC2C(=O)N(C(C)c3ccccc3)C(=O)C2C1 (configuration not stated) | 2% | 4% | 0.5% | -3% | 6%
CCOc1ccc(NC(=O)c2ccccc2NS(C)(=O)=O)cc1 | 6% | -1% | 4.1% | -9% | -6%

4 records drawn at random from those above, as already listed:
SMILES | tuberculosis growth | H37Rv inhibition | inhibitors of VEEV | Salmonella PhoP GFP | H1N1 NS1A inhibition | others
O=C(Cc1cccs1)N/N=C/C=C/c1ccccc1[N+](=O)[O-] | 3% | 6% | 1.3% | 9% | /
CCOc1ccc(NC(=O)c2ccccc2NS(C)(=O)=O)cc1 | 6% | -1% | 4.1% | -9% | -6%
Cc1ccc(S(=O)(=O)N2[C@@H](c3cccc(Cl)c3)C(C(=O)O)=CC[C@H]2c2ccc3c(c2)OCO3)cc1 | 21% | 1% | i | 7% | -3%
Cn1nnnc1SCCNCc1ccccc1OCc1ccccc1 | -3% | -4% | i | -10% | 1%

Going on with the list:
SMILES | tuberculosis growth | H37Rv inhibition | inhibitors of VEEV | Salmonella PhoP GFP | H1N1 NS1A inhibition | others
COC(CN(C)C(=O)c1ccc2c(c1)NC(=O)c1ccccc1S2)OC | -8% | 6% | 0.3% | 3% | -25%
COc1ccc(-c2[nH]ncc2CNC(C)c2cn(C)nc2C)c(F)c1 (configuration not stated) | 0% | -6% | i | -5% | 7%
O=C(NCc1ccc(F)cc1)c1ccc(NC(=O)C2CCCO2)cc1 (configuration not stated) | -8% | -4% | 1.7% | -4% | 0%
CCOC(=O)CC(NC(=O)CCc1c(C)nc2nc(C)nn2c1C)c1ccc(OC(C)C)cc1 (configuration not stated) | 5% | -3% | 1.7% | -4% | 4%
CC(C)c1ccc(-n2c(O)c(/C=N/N3CCOCC3)c(=O)[nH]c2=S)cc1 | 20% | 5% | 0.5% | 3% | 7%
O=C(CCCSc1nc2ccccc2[nH]1)N1CCN(c2ccc([N+](=O)[O-])cc2)CC1 | -6% | -13% | 7.9% | -10% | 8%
Cc1cc(C)cc(OCCCn2ccnc2)c1 | / | -10% | i | -1% | -12%
O=C(NC1CCCCC1)c1cc(C2CC2)on1 | 80% | -2% | i | -9% | -11%
Cc1sc2nc3ccc(N4CCCC4)nn3c(=O)c2c1C | / | -5% | 0.3% | -1% | 6%
CCC(C)(C)NC(=O)Cc1ccc(C)cc1 | -12% | -6% | 1.4% | -3% | -10%

Next section, starting with the last six of the part before.
SMILES | tuberculosis growth | H37Rv inhibition | inhibitors of VEEV | Salmonella PhoP GFP | H1N1 NS1A inhibition | others
CC(C)c1ccc(-n2c(O)c(/C=N/N3CCOCC3)c(=O)[nH]c2=S)cc1 | 20% | 5% | 0.5% | 3% | 7%
O=C(CCCSc1nc2ccccc2[nH]1)N1CCN(c2ccc([N+](=O)[O-])cc2)CC1 | -6% | -13% | 7.9% | -10% | 8%
Cc1cc(C)cc(OCCCn2ccnc2)c1 | / | -10% | i | -1% | -12%
O=C(NC1CCCCC1)c1cc(C2CC2)on1 | 80% | -2% | i | -9% | -11%
Cc1sc2nc3ccc(N4CCCC4)nn3c(=O)c2c1C | / | -5% | 0.3% | -1% | 6%
CCC(C)(C)NC(=O)Cc1ccc(C)cc1 | -12% | -6% | 1.4% | -3% | -10%
COc1ccc(P(=O)(COc2ccc([N+](=O)[O-])cc2)c2ccc(OC)cc2)cc1 | -2% | -4% | 0.3% | 8% | -6%
COc1cccc2sc(Nc3nc(-c4ccncc4)cs3)nc12 | / | 6% | 9.1% | 1% | 5%
CC(=O)Nc1ccc(NC(=O)CSc2nnc(NC(=O)c3ccco3)s2)cc1 | 2% | -18% | i | -3% | 2%
COc1ccc2[nH]c(=O)c(C3c4cc(OC)c(OC)cc4CCN3C(=O)c3ccco3)cc2c1 (configuration not stated) | 4% | 1% | 0.6% | 14% | 2%
Cc1ccc(C(=O)CSc2nc(C)cc(SCc3nnc(-c4ccccc4)o3)n2)cc1 | 1% | -11% | 1.6% | 3% | 14%
CCC1CCCCN1C(=O)COC(=O)c1cc(Br)ccc1Cl (configuration not stated) | ? | ? | 0.6% | -8% | 1%
Nc1cccc(S(=O)(=O)NC2=NCCC2)c1 | / | -10% | 0.5% | -17% | -1%
Cc1cc(C)c2nc(N3CCCC(C(=O)NC4CCCC4)C3)sc2c1 (configuration not stated) | -9% | 0% | 1.0% | 0% | 1%
O=C1c2ccsc2SCCN1Cc1ccccc1 | 20% | 3% | 0.2% | -6% | -1%
Cc1ccc(NC(=S)NC(NC(=O)C(C)(C)C)C(Cl)(Cl)Cl)c(C)c1 (configuration not stated) | 73% | 1% | 4.9% | -13% | 5%
O=C(OCC(=O)N1CCN(C(=O)c2ccco2)CC1)c1ccc(Cl)cc1 | 33% | 8% | 0.1% | / | -8%
CC(=O)Nc1ccc(N(C(=O)c2ccco2)C(C(=O)NC2CCCC2)c2ccncc2)cc1 (configuration not stated) | 6% | 7% | i | 9% | 10%
COc1ccc(C(=O)N(CCCO)Cc2cc3c(C)ccc(C)c3[nH]c2=O)cc1OC | / | / | 9.8% | / | -7%
COC(=O)c1ccc(CNC(=O)C(C)N=C2NS(=O)(=O)c3ccccc32)cc1 (configuration not stated) | / | / | 0.4% | / | -9%

High-throughput results deposited in PubChem BioAssay by Southern Research Specialized Biocontainment Screening Center.
